A350 autofl = compound fluoresces in the Alexa 350 spectral region; Compound autofluorescence, 340/450 nm, Alexa 350 dye-equivalents; hits give high values; max dye-equivalent concentration, M; actives 11% (n = 59,000); AID 590; in the data active means max dye-equivalent concentration above about 10 nM; inconclusive means mostly about 1.1 nM to 9.6 nM
Casp7 inh = allosteric or competitive inhibitors of human caspase-7 | Potency, µM (highest dose often 57.5 µM), for inactives: at the top dose activity change, negative = inhibition, actives largely listed as inhibitors | P55210 | AID 889 | recombinant caspase-7, Ac-DEVD-AFC fluorescence rate | actives 0.02% (n = 75,000); active means well fitted inhibition curve with a large enough effect in the main read-out, with a control signal flat, not every such curve was filed as active; inconclusive means small, poorly fitted or top-dose-only effect, or a change in a side signal; further: potency means the concentration at half of the fitted maximal effect; % of control where 0% means no effect
Target sequence (P55210 24-198 limits assumed): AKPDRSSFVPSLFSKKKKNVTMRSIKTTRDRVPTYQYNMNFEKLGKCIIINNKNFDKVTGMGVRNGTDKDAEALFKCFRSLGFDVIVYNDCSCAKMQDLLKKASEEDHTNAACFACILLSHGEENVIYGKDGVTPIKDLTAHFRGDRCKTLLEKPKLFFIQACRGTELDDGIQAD
Target sequence (P55210 207-303 limits assumed): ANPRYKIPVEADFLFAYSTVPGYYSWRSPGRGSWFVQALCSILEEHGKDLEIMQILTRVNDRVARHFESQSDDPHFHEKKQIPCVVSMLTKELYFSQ
HEK293 cAMP cs = counter-screen for TSHR agonists: cAMP increase in parental HEK293; parental HEK293 CNG cAMP sensor, membrane potential fluorescence; Potency, µM (titrated, usually from 57.1 µM), for the others: top-dose activation, usual class: activators; actives 2.5% (n = 73,000); further: potency means the concentration at half of the fitted maximal effect; % of control where 0% means no effect; nearly all actives have a fitted effect of over 55% in size
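Counterscreen for endogenous-receptor signalling: CNG-channel HEK 293 cells report cAMP rise by membrane depolarization. After 60 min dye equilibration with 100 uM RO 20-1724, compounds incubated 30 min before bottom-read fluorescence at 590 nm.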
Fluorescein fluor = compound autofluorescence in fluorescein spectral region | Compound autofluorescence, 480/540 nm, fluorescein-equivalent; hits give high values | max fluorescein-equivalent concentration, M | actives 0.91% (n = 59,000); in the data active means max fluorescein-equivalent concentration above about 10 nM; inconclusive means between about 1.1 nM and that limit
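Normalized response (dye-equivalent concentration) derives from comparing each well's 540 nm emission, under 480 nm excitation, with plate-resident fluorescein standards. Compounds were held in 100 mM Tris, pH 8.0, for 15 min at room temperature.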
BRCT inh red = BRCT-phosphoprotein interaction inhibition (red fluorophore); P38398; Potency, µM (titrated, usually from 76.9 µM), for inactives: at the highest dose activity change, negative = inhibition, hits mostly inhibitors; BRCT-phosphopeptide binding, red fluorescence polarization; actives 0.03% (n = 75,000); further: on the % scale 0 is the no-effect control and ±100 the full control effect
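Fluorescence polarization: 100 nM His-tagged BRCA1 BRCT with 100 nM TAMRA-labelled phospho-BACH1 decapeptide, phosphate buffer pH 7.3 with 150 mM NaCl, DTT, 0.01% Tween 20; 12 min RT. Binding inhibition seen as FP decrease.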
USP2a inh = inhibitors of human ubiquitin-specific protease USP2a | O75604 | actives 0.1% (n = 60,000) | Potency, µM (series often up to 38.3 µM), without a hit: at the top dose activity change, negative = inhibition, usual class: inhibitors | USP2a enzymatic assay, qHTS inhibition;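 further: potency means the concentration at half of the fitted maximal effect; nearly all actives have a fitted effect of over 60% in size; plate controls were DMSO for no effect and NEM full inhibition control for full effect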
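20 nM USP2 core + cpd, 30 min RT; add 20 nM Ub-PLA2/20 uM NBD C6-HPC; read Ex460/Em535 at 0 h and 2.5 h. Normalized to NEM; qHTS curve fit/classification.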
GFP derepression = derepresses silenced GFP locus in mouse C127i cells; Potency, µM (series often up to 46.1 µM), for the others: top-dose GFP derepression (activation); actives 0.09% (n = 68,000); mouse C127i GFP locus derepression, cytometry, 30 h; further: % of control where 0% means no effect
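Locus derepression in mouse mammary C127i cells whose integrated CMV-GFP reporter is normally silent; GFP expression after 30 h compound treatment was quantified by counting fluorescent cells.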
BRCT PPI green = inhibitors of human BRCA1 BRCT-phosphoprotein interaction (green fluorophore); P38398; BRCA1 BRCT-phosphopeptide binding, green fluorescence polarization; Potency, µM (series often up to 76.9 µM), inactives show at the top dose activity change, negative = inhibition, usual class: inhibitors; actives 0.05% (n = 75,000); AID 875;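 further: potency means the concentration at half of the fitted maximal effect; plate controls were peptide without protein for full effect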
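Compounds were incubated for 12 min at room temperature with a complex of 100 nM fluorescein-tagged pBACH1 decapeptide and 250 nM His-tagged BRCT protein. Buffer was phosphate pH 7.3 with EDTA, DTT and Tween 20. Disruption of binding lowers the polarization signal.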
Ub-GFP proteasome = proteasome inhibitors stabilizing ubiquitin-GFP reporter; AID 526; Potency, µM (titrated, usually from 45.9 µM), for the others: at the top dose activation (GFP accumulation), hits mostly activators; 67,000 tested, under 10 active; Ubiquitin-GFP reporter cells, proteasome inhibition, GFP fluorescence; response scale: untreated = 0%, 10 µM MG-132 = 100%; active means well fitted activation curve with a large enough effect, not every such curve was filed as active; inconclusive means small, poorly fitted or top-dose-only effect, or another doubt; inactive means no such curve, though single readings can be large or run the other way; further: potency means the concentration at half of the fitted maximal effect
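U2OS cells stably expressing ubiquitin(G76V)-GFP, seeded overnight in 0.5% FBS medium, were exposed to compounds (qHTS, 46 uM to 2.9 nM) for 4 hr at 37 °C. GFP-positive cells were counted by laser cytometry (488 ex/515 em), normalized between basal and 10 uM MG-132.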
4MU fluor = compound fluoresces in the 4-MU spectral region; compound autofluorescence, 340/450 nm, 4-MU equivalents; hits give high values; max dye-equivalent concentration, M; actives 11% (n = 59,000); AID 589; in the data active means max dye-equivalent concentration above about 10 nM; inconclusive means mostly about 1.1 nM to 9.6 nM
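Compounds in 100 mM Tris, pH 8.0, incubated 15 min at room temperature, then fluorescence read at 340 nm excitation/450 nm emission. Signal converted to 4-MU dye-equivalent concentration using an on-plate six-point 4-MU standard curve.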
Casp1 inh = blocks human caspase-1 allosterically or competitively. P29466. Caspase-1 enzyme, Ac-WEHD-AFC fluorogenic rate. Potency, µM (titrated, usually from 57.5 µM), inactives show at the top dose activity change, negative = inhibition, actives largely listed as inhibitors. actives 0.03% (n = 75,000);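 further: potency means the concentration at half of the fitted maximal effect; plate controls were vehicle for no effect and no substrate for full effect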
Target sequence (P29466 120-297 limits assumed): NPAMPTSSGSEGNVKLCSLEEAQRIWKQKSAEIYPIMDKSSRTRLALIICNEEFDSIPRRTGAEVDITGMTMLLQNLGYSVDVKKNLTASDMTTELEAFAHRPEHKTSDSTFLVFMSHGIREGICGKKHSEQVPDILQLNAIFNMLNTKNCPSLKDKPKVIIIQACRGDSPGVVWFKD
Target sequence (P29466 317-404 limits assumed): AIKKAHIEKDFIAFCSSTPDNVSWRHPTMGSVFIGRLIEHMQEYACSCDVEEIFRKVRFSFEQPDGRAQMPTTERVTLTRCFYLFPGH
Numbers without * were called inactive; i = inactive; ? = inconclusive; / = no result given; [ ] = another dose, or the depositor's remark. Unless noted, the call rests on the fitted dose curve; in most records, active means well fitted curve in the direction sought with a large enough effect; inconclusive means small, poorly fitted or top-dose-only effect, or another doubt; inactive means no such curve, though single readings can be large; an effect the other way counts as inactive or inconclusive.

SMILES,A350 autofl,Casp7 inh,HEK293 cAMP cs,Fluorescein fluor,BRCT inh red,USP2a inh,GFP derepression,BRCT PPI green,Ub-GFP proteasome,4MU fluor,Casp1 inh
Cc1ccc(-c2noc(-c3ccccc3C(=O)NCC3CCCO3)n2)cc1 (stereo not drawn),i,0.2%,13.9%,i,0.3%,15.9%,-2.0%,0.5%,-5.0%,i,-1.8%
CNC(=O)CSc1nc2c(c(=O)n(C)c(=O)n2C)n1Cc1ccc(C)cc1,?,1.5%[0.00368 µM],5.7%,?,-0.9%,-7.7%,-0.2%,0.4%,-1.7%,i,0.5%
Cn1nnc2cc(NC(=O)N3CCN(c4ccccn4)CC3)ccc21,?,-1.5%,10.1%,?,-0.1%,3.5%,0.0%,-0.6%,-8.3%,?,-0.6%
COc1ccc2c(c1)[C@]1(C)CCC(=O)C[C@H]1CC2,/,-2.5%,/,/,-1.0%,3.3%,/,-2.2%,/,/,-3.3%
CCNc1nc(Oc2ccc(C(=O)OCC)cc2)nc(SC)n1,/,-4.2%,?,/,0.5%,4.8%,2.7%,1.6%,-3.1%,/,-4.9%
Cc1cccc(NC(=O)CSc2nnc(Cn3nnc(-c4ccccc4)n3)n2-c2ccccc2)c1,i,0.1%,5.0%,?,-0.7%,/,0.0%,-1.9%,6.0%,i,-5.7%
COc1ccccc1-c1nnc(SC/C(O)=C(\C#N)c2nc3ccccc3[nH]2)n1C1CCCCC1,i,-4.5%,7.6%,i,0.6%,38.6%[activator],1.2%,1.4%,6.5%,i,-2.5%
Cc1ccc(C2Nc3ccccc3C(=O)N2Cc2ccco2)cc1 (stereo not drawn),6.05e-07M*,-13.5%,15.8%,?,0.1%,34.9%[activator],0.0%,1.7%,2.3%,4.38e-07M*,-13.9%
O=C(Nc1ccc2c(c1)oc1ccccc12)c1cccnc1,i,0.2%,-25.9%,i,-0.4%,6.5%,1.2%,-1.0%,-2.1%,i,1.2%
Cc1ccccc1C(=O)NCc1ccncc1,i,-1.0%,5.9%,i,-2.1%,-1.3%,1.2%,0.2%,2.6%,i,-1.0%

2 of the compounds above, with values under each structure.
Fields – A350 autofl, Casp7 inh, HEK293 cAMP cs, Fluorescein fluor, BRCT inh red, USP2a inh, GFP derepression, BRCT PPI green, Ub-GFP proteasome, 4MU fluor, Casp1 inh
COc1ccccc1-c1nnc(SC/C(O)=C(\C#N)c2nc3ccccc3[nH]2)n1C1CCCCC1
  i, -4.5%, 7.6%, i, 0.6%, 38.6%[activator], 1.2%, 1.4%, 6.5%, i, -2.5%
Cc1ccc(C2Nc3ccccc3C(=O)N2Cc2ccco2)cc1 (stereo not drawn)
  6.05e-07M*, -13.5%, 15.8%, ?, 0.1%, 34.9%[activator], 0.0%, 1.7%, 2.3%, 4.38e-07M*, -13.9%

Later entries:
SMILES,A350 autofl,Casp7 inh,HEK293 cAMP cs,Fluorescein fluor,BRCT inh red,USP2a inh,GFP derepression,BRCT PPI green,Ub-GFP proteasome,4MU fluor,Casp1 inh
O=c1c2cn[nH]c2nc(SCc2ccc3c(c2)OCCO3)n1-c1ccccc1,i,2.0%,10.4%,?,0.7%,29.3%,2.7%,6.8%,2.5%,i,0.9%
O=C(OCCN1C(=O)c2ccccc2C1=O)c1cc2ccccc2o1,/,-5.5%,26.2%,/,-1.1%,/,/,-2.5%,/,/,-2.6%
Cc1cc(C(=O)CSc2nc3ccccc3c(=O)n2C)c(C)n1Cc1ccc2c(c1)OCO2,i,-2.5%,?,?,0.8%,43.0%[activator],-1.3%,-1.0%,-2.5%,i,1.9%
c1ccn2c(SCc3ccc4c(c3)OCCO4)nnc2c1,/,-2.9%,4.9%,/,0.1%,/,0.0%,-2.1%,6.2%,/,1.0%
O=C(c1ccccc1)c1cccc(NC(=O)c2ccco2)c1,/,-1.6%,10.1%,/,-0.6%,4.2%,0.0%,-1.2%,7.5%,/,-2.1%
Cc1cccc(S(=O)(=O)Nc2cccc(-c3cn4ccsc4n3)c2)c1,i,-19.9%,13.4%,i,0.0%,35.2%[activator],-1.1%,1.7%,2.2%,i,-1.6%
Cc1cc(C)cc(N(CC(=O)N2CCc3ccccc32)S(=O)(=O)c2c(C)noc2C)c1,/,-3.1%,6.9%,/,-1.2%,/,/,-1.7%,-7.1%,/,-3.1%
Cc1c2cccc(Sc3ccccc3)c2c2c3c(cccc13)[S+](c1ccccc1)C2 (stereo not drawn),i,-4.9%[11.5 µM],9.9%[11.4 µM],?,0.7%[15.4 µM],/,9.1%[9.22 µM],2.6%[15.4 µM],-6.2%[9.17 µM],i,5.3%[11.5 µM]
COc1cccc(N(C(C)=O)c2nc(C)cc(C)c2C#N)c1,2.05e-08M*,1.2%,0.8%,i,0.9%,/,-2.3%,0.9%,0.0%,1.99e-08M*,-0.2%
CCOC(=O)c1ccc(NC(=O)CC2OCCN(CC)C2=O)cc1 (stereo not drawn),i,1.3%,4.2%,?,-0.6%,-4.2%,2.3%,0.0%,-2.6%,i,-0.1%
O=C(CSc1nc(-c2ccccc2)cc(=O)[nH]1)Nc1ccccn1,i,0.7%,0.6%,?,-0.7%,5.0%,5.4%,-0.1%,8.7%,i,0.3%
Cn1c(CSc2nc3ccccc3s2)nnc1SCC(=O)NCCN1CCOCC1,/,0.1%,17.2%,/,1.6%,/,/,-2.7%,/,/,-0.5%
Cc1cccc(NCN2C(=O)c3ccncc3C2=O)n1,i,1.0%,4.5%,i,0.1%,3.2%,-1.4%,-3.3%,4.3%,i,-1.8%
O=c1cc(-c2ccc(Cl)c(Cl)c2)[nH][nH]1,i,-4.3%,-7.6%,?,0.8%,42.5%[activator],-2.9%,-2.8%,-11.1%,i,-9.6%
CC1=CC(C)(C)Nc2ccc(OC(=O)c3ccco3)cc21,/,-1.6%,4.6%,/,1.4%,-3.2%,?,0.0%,2.5%,/,-3.8%
COC(=O)[C@@]1(Cc2ccc(OC)cc2)[C@H]2c3cc(C(=O)N4CCCC4)n(CCF)c3C[C@H]2CN1C(=O)c1ccccc1,/,-2.7%,20µM*,/,-0.6%,/,/,-1.3%,/,/,-0.8%
Cc1nn(CCO)c(C)c1Oc1ccccc1O,i,-2.8%,20.0%,i,0.2%,6.5%,0.0%,0.0%,-2.9%,i,0.1%
N#CC1=C2C=Cc3ccccc3N2CCCC1=O,i,-8.3%,2.0%,i,-2.5%,2.1%,2.6%,-0.6%,-2.6%,i,?
CCOC(=O)c1ccc(NC(=O)CC2Sc3ncnn3C2=O)cc1 (stereo not drawn),i,-2.0%,4.1%,?,1.6%,25.4%,0.0%,3.9%,3.6%,i,-1.3%
COC(=O)c1ccc(NS(=O)(=O)c2cc(C)ccc2OC)cc1,i,-1.1%,2.8%,i,-1.3%,3.3%,0.0%,0.3%,-7.4%,i,-0.4%
Cc1cnc(CNc2ncnc3ccc(-c4ccccc4C(F)(F)F)cc23)cn1,i,-6.9%,?,i,0.3%,313.6%[activator],-2.2%[9.22 µM],0.4%,0.4%,i,-5.3%
CCCCCc1nnc(NC(=O)CS(=O)(=O)Cc2ccccc2)s1,i,0.5%,14.3%,i,0.5%,5.7%,2.7%,1.1%,2.4%,i,-0.6%
COC(=O)CCC(=O)Nc1ccc(OC)cc1,/,-0.2%,3.1%[11.4 µM],/,0.5%,2.3%[7.66 µM],-3.6%,0.6%,-12.2%[9.17 µM],/,-1.1%
Nc1nncn1C(=O)c1cccs1,i,9.6%,7.0%,?,0.2%,-3.9%,2.5%,-1.1%,-6.1%,i,1.6%
OC(CN1CCCCC1)Cn1c(C(F)(F)F)nc2ccccc21 (stereo not drawn),?,-3.4%,26.2%,i,-1.1%,-0.2%,0.0%,-0.2%,-3.0%,?,-5.5%
CCC(C(=O)N1CCc2cc(OC)c(OC)cc2C1)c1ccccc1 (stereo not drawn),1.66e-07M*,-1.1%,?,i,-1.4%,-0.6%,0.0%,-2.7%,-0.1%,1.59e-07M*,-2.6%

Part of the list above, with values under each structure.
The line under a structure holds: A350 autofl	Casp7 inh	HEK293 cAMP cs	Fluorescein fluor	BRCT inh red	USP2a inh	GFP derepression	BRCT PPI green	Ub-GFP proteasome	4MU fluor	Casp1 inh
> CCCCCc1nnc(NC(=O)CS(=O)(=O)Cc2ccccc2)s1
→ i	0.5%	14.3%	i	0.5%	5.7%	2.7%	1.1%	2.4%	i	-0.6%
> COC(=O)CCC(=O)Nc1ccc(OC)cc1
→ /	-0.2%	3.1%[11.4 µM]	/	0.5%	2.3%[7.66 µM]	-3.6%	0.6%	-12.2%[9.17 µM]	/	-1.1%
> Nc1nncn1C(=O)c1cccs1
→ i	9.6%	7.0%	?	0.2%	-3.9%	2.5%	-1.1%	-6.1%	i	1.6%

Source: PubChem (National Center for Advancing Translational Sciences (NCATS))

This is a subset; count on the stated rates, not on these rows.
